TTR transcr act: increases transthyretin transcription. SH-SY5Y TTR promoter Gaussia luciferase, luminescence; 100% = recombinant luciferase protein wells. activation, % at 16.7 µM. hit rate 1.3% among 92,000. AID 1117267;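 active means activation above the mean of all tested compounds plus 3 SD, cut at about 9.5% in these data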;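 further: cells exposed to compounds for one day before reading; 0% = median of all test compound wells on the plate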
An asterisk follows results filed as active. A portion of the library; rates above refer to the full screens.

TTR transcr act | molecule
-1.4 | CC(C)N1CCc2c(sc(NC(=O)c3ccc(S(=O)(=O)N4CCCCC4C)cc3)c2C(N)=O)C1 (stereo not drawn)
2.1 | O=C(CN1C(=O)NC2(CCCCC2)C1=O)Nc1cccc(S(=O)(=O)N2CCOCC2)c1
-1.6 | COc1ccc(NC(=O)c2c(NC(=O)CCC(=O)O)sc3c2CCCCC3)cc1
2.9 | COc1cc([N+](=O)[O-])c2nc(C(=O)O)ccc2c1
-4.6 | Cc1ccc2nc3sc(C(=O)NCc4ccco4)c(N)c3cc2c1
0.8 | O=C(CCc1nnc(CCCc2ccccc2)o1)NCCN1CCOC1=O
5.8 | COc1ccc(C(=O)CN2C(=O)NC(C)(c3ccc(C)cc3)C2=O)cc1OC (stereo not drawn)
-0.2 | COC(=O)CN(c1ccccn1)S(=O)(=O)c1ccccc1
0.2 | CCCNS(=O)(=O)c1ccc(OCC(=O)N(C)Cc2ccccc2)cc1
-0.6 | Cc1ccc2scc(CN3CCCC3)c2c1
-1.3 | COc1ccc(NC(=S)N(CCCN2CCCCCC2)Cc2cccs2)cc1
0.8 | O=C(Nc1ccc(-c2nnc3n2CCCCC3)cc1)c1ccco1
5.9 | CCn1c(SCC(N)=O)nnc1-c1ccc(S(=O)(=O)N2CCN(C)CC2)cc1
-0.7 | O=C(NNC(=O)c1ccccc1C(=O)O)c1ccc(S(=O)(=O)N2CCCCC2)cc1
1.8 | COCc1cc(C)nc(SCC(=O)Nc2ccc3[nH]c(=O)[nH]c3c2)c1C#N

In the list so far, these contain a COOH group:
TTR transcr act | molecule
-1.6 | COc1ccc(NC(=O)c2c(NC(=O)CCC(=O)O)sc3c2CCCCC3)cc1
2.9 | COc1cc([N+](=O)[O-])c2nc(C(=O)O)ccc2c1
-0.7 | O=C(NNC(=O)c1ccccc1C(=O)O)c1ccc(S(=O)(=O)N2CCCCC2)cc1

(continued)
TTR transcr act | molecule
0.9 | CC(=O)Nc1ccc(S(=O)(=O)N[C@@H](C)C(=O)OCC(=O)NC2CCCC2)cc1
-2.3 | CCCN1C(=O)C(=O)c2cc(Cl)ccc21
0.1 | O=c1[nH]c2cc(Cl)c([N+](=O)[O-])nc2[nH]1
-5.4 | CCOc1cccc(CNc2ccc(O)cc2)c1OCc1ccc(Cl)cc1Cl
-1.4 | C[C@H](CO)N1C[C@H](C)[C@@H](CN(C)S(=O)(=O)c2cn(C)cn2)Oc2ccc(NC(=O)Cn3cnnn3)cc2C1=O
-1.6 | Cn1nnnc1SCc1cc(=O)[nH]c2ccccc12
-0.1 | O=C(CN1C(=O)c2ccccc2C1=O)OCCOCCN=C1NS(=O)(=O)c2ccccc21
-2.2 | CCOC(=O)N1CCN(CCCc2ccccc2)CC1
-1.9 | COCCNC(=O)CSc1nc2c(n1-c1ccccc1)CCCC2
-1.2 | Clc1ccc(-c2nc(NCCCN3CCOCC3)c3ccccc3n2)cc1
2.3 | O=C(N/N=C/c1ccc2c(c1)OCO2)c1cc2ccccc2o1
0.0 | COc1ccc(C2NCCO2)cc1OC (stereo not drawn)
1.2 | CC(C)(C)NC(=O)C(c1cc2ccccc2o1)n1c(=O)c(-c2ccccc2)nc2ccccc21 (stereo not drawn)
0.6 | CC12CC(NC(=O)N1c1cccc(C(=O)Nc3ncn[nH]3)c1)c1ccccc1O2 (stereo not drawn)
4.9 | O=C(CCn1cnc2ccccc2c1=O)Nc1ccc(Cl)c(Cl)c1
1.3 | O=[N+]([O-])c1ccccc1/C=C/C=N/n1c(-c2ccccc2F)n[nH]c1=S
3.4 | Cc1cc(C)c(NS(=O)(=O)c2ccccc2)c(C)c1
6.0 | CCCn1c(N2CCN(Cc3cccc(C)c3)CC2)nc2c1c(=O)[nH]c(=O)n2C
2.5 | CCCn1c(SCC(=O)c2c(C)[nH]c(C)c2C(=O)OCC)nc2ccccc21
8.6 | COc1ccc(/C=N/NS(=O)(=O)c2ccccc2)cc1OS(=O)(=O)c1ccc(C)cc1
-2.1 | CCCc1cc(=O)oc2c(CN3CCN(C)CC3)c(O)c(Cl)cc12
-1.2 | CS(=O)(=O)N(CC(=O)N1CCC(C(N)=O)CC1)c1cc(C(F)(F)F)ccc1Cl
0.5 | Cc1c(/C=C/C(=O)c2ccc(O)cc2)cnn1C
1.8 | CCC1SC2=NC(C)=C(C(=O)OC)C(c3cccs3)N2C1=O (stereo not drawn)
0.2 | CCOc1ccc(CC(=O)NNC(=S)NCCc2ccccc2)cc1
-0.8 | C[N+](C)(C)CCCCCC(=O)/C=N/O
4.3 | COc1ccc2nc(NC(=O)C(NS(=O)(=O)c3cccc4nsnc34)C(C)C)sc2c1 (stereo not drawn)
2.7 | O=C(CSc1nnc(-c2ccc(S(=O)(=O)N3CCCC3)cc2)n1CC1CCCO1)NC1CC1 (stereo not drawn)
2.2 | CN[C@H]1C[C@H]2c3[nH]c4ccccc4c3CCN2C(=O)[C@H]1[C@H](C)O
1.1 | O=Cc1cccn1-c1ncc(Br)cn1
-1.2 | COc1ccccc1C1CCN(C(=O)c2cccs2)CC1
-2.3 | CC(=O)OC1CC(C)(C)N(OC(=O)c2ccc(N)cc2)C(C)(C)C1
1.3 | O=C(CN(c1cccc(C(F)(F)F)c1)S(=O)(=O)c1ccc(Cl)c([N+](=O)[O-])c1)NCc1ccccc1
0.2 | CCn1c(=O)c(C(=O)CN2CCOCC2)c(N)n(Cc2ccccc2)c1=O
3.4 | CCOC(=O)c1[nH]c(C)c(CCC(=O)OC)c1C
1.1 | Cc1cccc(OCC(=O)Nc2ccccc2N2CCN(C(=O)C(C)C)CC2)c1C
1.2 | Cn1c(NC(=O)c2ccccc2)cc(=O)n(C)c1=O
2.4 | Cc1cccc(NC(=O)CN(C)C(=O)C2CCCC2)c1C
-1.5 | CCOc1ccc(/C=N/NC(=S)NC2CC3C=CC2C3)cc1 (stereo not drawn)
1.5 | Cc1c2cccn2cc[n+]1C
4.0 | CCN1CCC(=NNC(=O)CC23CC4CC(CC(C4)C2)C3)CC1
1.2 | C[C@H](NC(=O)c1ccccc1)C(=O)OCC(=O)Nc1ccc2c(c1)OCO2
1.9 | O=C(CN1C2CCCC1CC(NC(=O)c1ccccc1)C2)Nc1nccs1 (stereo not drawn)
0.6 | CC(=O)NNC1=Nc2ccccc2N(C)C(C)C1 (stereo not drawn)
-0.2 | CN(CCc1ccccc1)C(=O)c1ccc(NC(=O)Cc2ccc(NC(=O)C3CCN(C(=O)C4CCC4)CC3)cc2)cc1
-0.1 | Cc1nc(S(=O)(=O)N(C)Cc2ccccc2)c(C#N)c(C)c1Cl
-0.2 | CC(C)n1cnc2c(N(C)c3ccccc3)nc(N(CCN(C)C)Cc3ccccc3)nc21
1.0 | COc1ccc(C(NC(=O)C2CCN(Cc3ccc(Oc4ccccc4)cc3)CC2)c2ccccn2)cc1 (stereo not drawn)
-0.9 | C/C(=N\O)C(=O)NCCN1CCCCC1
0.2 | O=C(NC1CCN(C(=O)c2cccs2)CC1)c1ccccc1
-0.3 | COc1cccc(CNC(=O)Cc2ccc(-c3ccccc3)cc2)c1
0.7 | COc1ccc(OCCC(=O)OCC(=O)Nc2cccc(S(=O)(=O)N3CCOCC3)c2)cc1
-1.4 | CNC(=O)Nc1ccc2nc(C)oc2c1
-0.2 | CC1CCN(c2ccc(C(=O)O)cc2NS(=O)(=O)c2ccc(Br)cc2)CC1
-1.3 | Cc1cccc(OCC(=O)Nc2nnc(S(=O)(=O)N3CCCCCC3)s2)c1
-1.1 | O=C(COc1ccc(Br)cc1Cl)NC(=O)NC1CCCC1
0.1 | Cc1nn(CCCC(=O)Nc2cccnc2)c(C)c1[N+](=O)[O-]
0.9 | CCCCN1C(=O)N(C)C2NC(=O)NC21 (stereo not drawn)
-2.1 | CC(=O)CSc1nnc(CSc2ncccn2)n1C1CCCCC1
-2.0 | O=C(NC1CCCC1)C(c1ccccc1)N(Cc1ccc2c(c1)OCO2)C(=O)Cc1cccs1 (stereo not drawn)

Continued.
TTR transcr act | molecule
1.8 | CCCCNC(=O)c1ccc2nc(CC)c(N(CC)CCOC)n2c1
-0.7 | CCC(C)OC(=O)C(C)Oc1ccc(-c2ccccc2)cc1 (stereo not drawn)
-0.3 | COc1ccc2nc(NC(=O)c3ccc(-n4nc(C)cc4C)cc3)sc2c1
-2.1 | O=C(NCCCNC(=O)c1cccs1)c1cccs1
-3.7 | Cc1ccccc1OC1CCN(C(=O)c2cc(COc3ccccc3)on2)CC1
0.6 | Cc1nnc(SCCn2c(N3CCCCC3)nc3c2c(=O)[nH]c(=O)n3C)s1
-0.6 | N#Cc1cccc(Oc2ccc(-c3cnc4ccccc4n3)cc2)c1C#N
6.9 | Cc1cccc(-c2oc3ccccc3c2C#CCCCCO)c1
-0.3 | O=C(Nc1ccc(NS(=O)(=O)c2ccccc2)cc1)c1ccccc1
-0.1 | Clc1cccc(CNCCCSc2ncccn2)c1Cl
0.9 | CC1=C(C(=O)N(C(C)C)C(C)C)CC(CC(=O)NCc2cccs2)C(=O)N1Cc1ccc(F)cc1 (stereo not drawn)
-0.1 | CCOC(=O)C1CCN(C(=O)COC(=O)c2cc([N+](=O)[O-])ccc2N2CCOCC2)CC1
1.0 | CNC(=S)NC1CC2CCCC(C1)N2Cc1ccco1 (stereo not drawn)
-3.6 | COc1cccc(CN(c2ccccc2C(=O)O)S(=O)(=O)c2ccc(C)cc2)c1
-1.0 | COC(=O)C1=C(C(=O)OC)[C@@H]2N(C)c3ccccc3[C@@]23C[C@@H](C(=O)OC)N(C(=O)c2cccs2)C3=N1

A second format for 6 compounds above.
mol,TTR transcr act
Cc1nnc(SCCn2c(N3CCCCC3)nc3c2c(=O)[nH]c(=O)n3C)s1,0.6
N#Cc1cccc(Oc2ccc(-c3cnc4ccccc4n3)cc2)c1C#N,-0.6
Cc1cccc(-c2oc3ccccc3c2C#CCCCCO)c1,6.9
O=C(Nc1ccc(NS(=O)(=O)c2ccccc2)cc1)c1ccccc1,-0.3
Clc1cccc(CNCCCSc2ncccn2)c1Cl,-0.1
CC1=C(C(=O)N(C(C)C)C(C)C)CC(CC(=O)NCc2cccs2)C(=O)N1Cc1ccc(F)cc1 (stereo not drawn),0.9

Next part:
TTR transcr act | molecule
-5.6 | COC(=O)[C@@H]1[C@@H](C#N)C2(c3ccccc3-c3ccccc32)N(c2ccc(Cl)cc2)N1C#N
-2.4 | Cc1ccc(NC(=O)CSc2nnc(NC(=O)c3ccco3)s2)cc1
1.6 | C=CCN=Cc1sc2ccc(OCC)cc2c1O
-1.4 | C[C@@H](O)CC#Cc1ccc2oc(=O)c(-n3cc(-c4ccsc4)nn3)cc2c1
5.7 | CC1(C)CC(=O)C=C(Nc2ccccc2)C1
-1.7 | CN(C(=O)c1ccc(NC(=O)c2ccco2)cc1)c1ccccc1
-1.8 | CCN(CC)C(=O)C1=C(C)N(Cc2ccc(C(C)(C)C)cc2)C(=O)C(CC(=O)NCc2cccs2)C1 (stereo not drawn)
2.2 | COc1ccc(CCC(C)Nc2cccc(C)c2)cc1 (stereo not drawn)
1.1 | Cc1cc(NC(=O)CN2C(=O)[C@@H]3[C@H](C2=O)[C@@H]2C[C@H]3C(Br)C2Br)no1 (stereo partly drawn)
0.7 | CCC(C)C(=O)Nc1ccc(OC)cc1OC (stereo not drawn)
-0.3 | CN(C)NC(=O)c1csnc1-c1c(Cl)cccc1Cl
-1.5 | CCN1CCN(c2oc(-c3ccc([N+](=O)[O-])cc3)nc2C#N)CC1
-1.1 | CC(c1ccc(F)cc1)n1cc(C(=O)NCCN(C)C)nn1 (stereo not drawn)
2.2 | CC(=O)Nc1ccc(SCCN2CC[C@@H](C)CCC2=O)cc1
-1.2 | Cc1nc(N2CCCCC2)sc1C(=O)c1ccc(SCCO)c([N+](=O)[O-])c1
0.3 | CC(=O)Nc1ccc(S(=O)(=O)Nc2nnc(CC(C)(C)C)s2)cc1
0.5 | C[C@@H]1CN([C@H](C)CO)C(=O)CCCn2nncc2CO[C@H]1CN(C)Cc1ccc(C(=O)O)cc1
1.1 | C=CCn1c(SCC(=O)NC2CC2)nc2sc(CC)cc2c1=O
1.4 | Cc1ccc(NC2CCCN(C(=O)c3cccc(-c4ncc[nH]4)c3)C2)cc1C (stereo not drawn)
3.0 | COc1ccc(Cl)cc1NC(=O)CSc1nnc(C)c(=O)n1N
0.9 | Cc1cccc(NC(=O)CN(c2ccc(C(C)C)cc2)S(=O)(=O)c2c(C)nn(C)c2C)n1
3.0 | COc1ccc(CNC(=O)COC(=O)c2ccc(C(=O)c3ccccc3)cc2)cc1
-0.4 | COC(=O)c1ccc(-c2noc(CN(C)Cc3ccncc3C)n2)cc1
-2.2 | CCOC(=O)c1c(C)[nH]c(C)c1C(=O)COC(=O)[C@@H](NC(=O)c1ccco1)C(C)C
-1.2 | CCN1C(=O)NC(c2ccccc2)(c2ccccc2)C1=O
-4.0 | CN(Cc1ccc(-n2cccn2)cc1)C(=O)c1cnn2c1NC(c1ccco1)CC2C(F)(F)F (stereo not drawn)
1.7 | O=C(CSc1nc2ccccc2s1)Nc1ccc2c(c1)OCO2
4.5 | CCCc1nc2oc3ccccc3c(=O)c2c(=O)n1CCCOC
2.5 | O=[n+]1cc(-c2ccc(Br)cc2)n([O-])c2c1CCC2
1.6 | CCCNC(=O)OCCC12CC3CC(CC(C3)C1)C2

6 entries from above, with bars between the fields.
Compound | TTR transcr act
CCOC(=O)N1CCN(CCCc2ccccc2)CC1 | -2.2
Cc1c2cccn2cc[n+]1C | 1.5
CCCc1cc(=O)oc2c(CN3CCN(C)CC3)c(O)c(Cl)cc12 | -2.1
O=C(CSc1nc2ccccc2s1)Nc1ccc2c(c1)OCO2 | 1.7
CCOc1cccc(CNc2ccc(O)cc2)c1OCc1ccc(Cl)cc1Cl | -5.4
CCC1SC2=NC(C)=C(C(=O)OC)C(c3cccs3)N2C1=O (stereo not drawn) | 1.8

The results go on:
TTR transcr act | molecule
0.6 | C[C@@H]1CN([C@@H](C)CO)C(=O)Cc2cc(NS(=O)(=O)c3ccccc3)ccc2O[C@H]1CN(C)Cc1ccncc1
-0.3 | O=C(OCCCN=C1NS(=O)(=O)c2ccccc21)C1CC(=O)N(c2ccc(Cl)cc2)C1 (stereo not drawn)
3.2 | CC(=O)Nc1c(-c2ccccc2)nc2ccc(Cl)cn12
1.8 | Cc1ccc(NC(=S)NN2CCN(C)CC2)cc1
-1.2 | COc1ccc(-c2cc(C(=O)Nc3ccccc3O)c3ccccc3n2)cc1
6.5 | CC1=NNC(=O)C1CCC(=O)N/N=C(\C)c1ccc(Cl)cc1 (stereo not drawn)

High-throughput results (PubChem)
